Assay outcomes from PubChem BioAssay.
IDE exosite FP – exo-site inhibitors of human IDE, primary screen, biochemical, fluorescence anisotropy, probe displacement. Insulin-degrading enzyme (Homo sapiens), P14735. purified IDE, FL-6b probe fluorescence polarization; hits give low values. z-score at 20 µM. actives 6.3% (n = 17,000). AID 1259349, 2017;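 active = z-score of -3 or lower, meaning strong loss of probe binding signal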;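 also: His-tagged human IDE residues 42-1019 made in E. coli with 30 nM FL-6b probe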
Target sequence (P14735 42-1019 limits assumed): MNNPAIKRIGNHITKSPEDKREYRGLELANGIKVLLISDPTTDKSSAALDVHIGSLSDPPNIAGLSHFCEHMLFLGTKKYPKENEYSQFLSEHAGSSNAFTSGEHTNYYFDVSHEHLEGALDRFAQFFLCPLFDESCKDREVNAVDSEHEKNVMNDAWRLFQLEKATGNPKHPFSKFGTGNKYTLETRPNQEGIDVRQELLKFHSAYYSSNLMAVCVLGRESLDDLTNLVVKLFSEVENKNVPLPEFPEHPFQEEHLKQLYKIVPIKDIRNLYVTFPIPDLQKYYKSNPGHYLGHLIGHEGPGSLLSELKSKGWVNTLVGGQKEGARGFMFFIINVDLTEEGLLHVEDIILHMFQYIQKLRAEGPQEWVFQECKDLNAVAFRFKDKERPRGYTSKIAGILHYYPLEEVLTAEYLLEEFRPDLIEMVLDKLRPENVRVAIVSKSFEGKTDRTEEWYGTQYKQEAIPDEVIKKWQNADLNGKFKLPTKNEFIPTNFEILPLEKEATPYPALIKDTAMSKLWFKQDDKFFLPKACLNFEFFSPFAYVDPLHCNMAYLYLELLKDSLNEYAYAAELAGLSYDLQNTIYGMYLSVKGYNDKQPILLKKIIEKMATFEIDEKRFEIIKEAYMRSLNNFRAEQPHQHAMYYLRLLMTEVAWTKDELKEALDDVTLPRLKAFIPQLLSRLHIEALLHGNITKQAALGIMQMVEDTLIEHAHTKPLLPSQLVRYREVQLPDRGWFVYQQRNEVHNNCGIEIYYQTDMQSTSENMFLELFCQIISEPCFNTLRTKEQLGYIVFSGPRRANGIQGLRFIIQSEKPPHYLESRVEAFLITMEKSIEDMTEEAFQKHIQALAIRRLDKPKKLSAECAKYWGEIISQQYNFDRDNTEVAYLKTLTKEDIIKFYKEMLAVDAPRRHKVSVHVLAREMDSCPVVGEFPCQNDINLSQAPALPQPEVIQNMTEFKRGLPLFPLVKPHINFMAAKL
* marks the source's active call; other numbers are inactive results; & = joins results of further samples; ! = not confirmed by another sample.

SMILES	IDE exosite FP
COC(=O)c1ccc(CN2CC(=O)N3[C@H](C2)[C@H](c2ccc(Br)cc2)[C@@H]3CO)cc1	4.65
COc1ccc2c3c(n(C)c2c1)[C@H](CO)N(C(C)=O)CC31CCN(Cc2ccccc2OC)CC1	-0.407
CCC(=O)N1CC2(CCN(C(=O)Cc3ccccc3)CC2)c2c(n(C)c3cc(OC)ccc23)[C@@H]1CO	0.716
COc1cccc(-c2ccc([C@@H]3[C@@H](CO)N4CCCCN(C(=O)c5ccc(F)cc5)C[C@@H]34)cc2)c1	-0.756
CCCC#Cc1ccc([C@H]2[C@@H](CO)N3C(=O)CN(C(=O)Nc4cccc(F)c4)C[C@@H]23)cc1	0.511
CC(=O)N1[C@@H](CO)[C@H](c2ccccc2)[C@@H]1CNC(=O)CN1CCOCC1	-0.498
Cn1cnc(S(=O)(=O)N2CCCCN3[C@H](CO)[C@H](c4ccc(C#CC5CCCC5)cc4)[C@H]3C2)c1	1.95
CCc1nc(N2[C@H](C#N)[C@@H](c3ccccc3-c3ccccc3C)[C@@H]2CO)sc1C	-1.28
CCS(=O)(=O)N1CCCCN2[C@H](C1)[C@H](c1ccc(-c3cccc(C#N)c3)cc1)[C@@H]2CO	0.874
O=S(=O)(Cc1ccccc1)N1CCCCN2[C@H](C1)[C@H](c1ccc(-c3cncnc3)cc1)[C@@H]2CO	2.45
CC(C)NC(=O)N1[C@H](CO)[C@H]2c3ccccc3N(C)C[C@H]21	3.61
COc1ccc(-c2ccccc2[C@H]2[C@@H](C#N)N(C(=O)C3CCC3)[C@@H]2CO)cc1	0.663
C/C=C/c1ccc([C@H]2[C@@H](CO)N3C(=O)CN(C(=O)Cc4cccnc4)C[C@@H]23)cc1	-1.66
CCCNC(=O)N1CC(=O)N2[C@H](C1)[C@@H](c1ccc(C#Cc3cccc(F)c3)cc1)[C@@H]2CO	-3
CCCNC(=O)N1[C@H](CNC(C)=O)[C@@H](c2ccc(C3=CCCC3)cc2)[C@@H]1CO	0.899
Cc1ccc(S(=O)(=O)N(C)C[C@@H]2Oc3cc(C#CC4CCCC4)ccc3S(=O)(=O)N([C@H](C)CO)C[C@H]2C)cc1	1.02
COc1cccc(C#Cc2ccc([C@H]3[C@@H](CO)N4C(=O)CN(C(=O)C5CC5)C[C@@H]34)cc2)c1	-4.94*
CO[C@@H]1CN(C)C(=O)c2ccc(NC(=O)C3CCOCC3)cc2OC[C@@H](C)N(Cc2ccc(F)cc2)C[C@H]1C	1.18
CC(=O)N(C)C[C@@H]1[C@H](c2ccc(-c3ccccc3F)cc2)[C@H](CO)N1C(C)=O	0.438
C/C=C/c1ccc([C@@H]2[C@H](CO)N[C@H]2CN(CC(C)C)C(=O)c2ccccn2)cc1	0.817
CCCNC(=O)N1CC(=O)N2[C@H](CO)[C@@H](c3ccc(-c4ccc(C)cc4)cc3)[C@H]2C1	-3.06*
O=C(CC1CC1)N1CC2(C1)[C@H](c1ccccc1)[C@H](CO)N2Cc1ccccn1	-1.18
CCC(=O)NC[C@H]1[C@H](c2ccccc2)[C@H](CO)N1C(=O)C1CC1	3.77
O=C1CNC[C@@H]2[C@H](c3ccc(C4=CCCC4)cc3)[C@H](CO)N12	1.01
O=C(CN1CCOCC1)N1CCCCN2[C@H](C1)[C@@H](c1ccc(Br)cc1)[C@@H]2CO	1.09
O=C(C[C@@H]1CC[C@H]2[C@@H](COC[C@H](O)CN2CCC(F)(F)F)O1)NCc1ccc2c(c1)OCO2	0.252
N#C[C@@H]1[C@@H](c2ccccc2)[C@H](CO)N1C(=O)c1cccnc1	5.07
O=C(C1CCCCC1)N1CC(=O)N2[C@H](CO)[C@H](c3ccc(-c4cccnc4)cc3)[C@@H]2C1	0.245
N#Cc1ccc(-c2ccc([C@H]3[C@@H](CO)N4C(=O)CN(C(=O)C5CCCC5)C[C@@H]34)cc2)cc1	0.262
O=C(NCCCN1CCOCC1)[C@@H]1[C@@H](CO)[C@@H]2Cn3c(cccc3=O)[C@H]1N2C(=O)NC1CCCC1	0.00215
COc1ccccc1C#Cc1ccc([C@H]2[C@@H](C#N)N(C(=O)C3CC3)[C@@H]2CO)cc1	-5.3*
CO[C@H](CN(C)S(=O)(=O)c1ccc(C)cc1)[C@H](C)CN([C@@H](C)CO)S(=O)(=O)c1cccc(Cl)c1	0.707
O=C(Nc1ccc(F)cc1)N1CC(=O)N2[C@@H](CO)[C@H](c3ccc(C#Cc4ccccc4)cc3)[C@@H]2C1	-2.84
Cc1cccc(-c2ccc(C3[C@@H]4CN(C(=O)Nc5ccccc5)C[C@H]3N4)cc2)c1 (some centres undefined)	-4.3*
COc1cccc(-c2ccc([C@H]3[C@@H](CO)N4C(=O)CN(C(=O)c5ccncc5)C[C@H]34)cc2)c1	-8*
O=C(Cc1ccccn1)N1CC2(C1)[C@H](c1ccccc1)[C@@H](CO)N2C(=O)c1ccncc1	-3.71*
Cc1ccccc1-c1ccc([C@H]2[C@@H](CO)N3CCCCN(CC4CC4)C[C@@H]23)cc1	-3.48*
N#C[C@H]1[C@H](c2ccc(-c3cccc(F)c3)cc2)[C@@H](CO)N1S(=O)(=O)c1cccc(F)c1	1.67
COc1ccccc1-c1ccc(C2[C@@H]3CN(Cc4cccc(F)c4)C[C@H]2N3)cc1 (some centres undefined)	-3.17*
CN1C(=O)c2cc(NC(=O)c3cscn3)ccc2OC[C@H]2O[C@@H](CC(=O)N3CCOCC3)CC[C@H]21	1.01
COCC(=O)NC[C@H]1[C@H](c2ccc(-c3ccccc3)cc2)[C@@H](CO)N1C(C)=O	2.04
CCCNC(=O)N(C)C[C@@H]1Oc2cc(C#C[C@@H](C)O)ccc2S(=O)(=O)N([C@H](C)CO)C[C@@H]1C	0.554
N#C[C@H]1[C@H](c2ccc(-c3cccc(F)c3)cc2)[C@@H](CO)N1C(=O)c1cccnc1	1.34
O=C(CN1CCOCC1)N1CCCCN2[C@H](CO)[C@H](c3ccc(-c4ccccc4F)cc3)[C@H]2C1	-0.747
COc1ccc2c3c([nH]c2c1)[C@@H](CO)N(S(C)(=O)=O)CC31CN(CC2CCOCC2)C1	-0.317
COCC#Cc1ccc([C@@H]2[C@H](CO)N3CCCCN(Cc4cccnc4)C[C@@H]23)cc1	-1.52
COc1ccc(S(=O)(=O)Nc2ccc3c(c2)C(=O)N([C@@H](C)CO)C[C@@H](C)[C@@H](CN(C)C(=O)Nc2c(C)noc2C)OCCCC[C@@H](C)O3)cc1	1.13
CCC(=O)N1[C@H](CO)[C@H](c2ccccc2)[C@@H]1CN(CC)C(=O)c1ccc(F)cc1	1.81
C[C@H](O)C#Cc1ccc([C@@H]2[C@H]3CN(CC4CCOCC4)CCCCN3[C@H]2CO)cc1	-0.277
COc1ccccc1CNC(=O)C[C@H]1C[C@@H]2c3cc(NC(=O)C4CCC4)ccc3O[C@@H]2[C@@H](CO)O1	0

4 of the compounds above, with each value named:
> CCCNC(=O)N(C)C[C@@H]1Oc2cc(C#C[C@@H](C)O)ccc2S(=O)(=O)N([C@H](C)CO)C[C@@H]1C
- IDE exosite FP = 0.554
> N#C[C@H]1[C@H](c2ccc(-c3cccc(F)c3)cc2)[C@@H](CO)N1C(=O)c1cccnc1
- IDE exosite FP = 1.34
> O=C(CN1CCOCC1)N1CCCCN2[C@H](CO)[C@H](c3ccc(-c4ccccc4F)cc3)[C@H]2C1
- IDE exosite FP = -0.747
> COc1ccc2c3c([nH]c2c1)[C@@H](CO)N(S(C)(=O)=O)CC31CN(CC2CCOCC2)C1
- IDE exosite FP = -0.317

Other entries follow.
SMILES	IDE exosite FP
CS(=O)(=O)N1CC(=O)N2[C@@H](CO)[C@H](c3ccc(C#Cc4ccc(F)cc4)cc3)[C@@H]2C1	0.168
CN1C(=O)c2cc(NC(=O)c3cccc(F)c3)ccc2OC[C@H]2O[C@H](CC(=O)NCC3CCCCC3)CC[C@H]21	-3.23*!
CCC(=O)N1[C@@H](CO)[C@@H](c2ccc(-c3cccc(F)c3)cc2)[C@@H]1CN(C)C(C)=O	0.535
CO[C@@H]1CN(C)C(=O)c2cc(NS(C)(=O)=O)ccc2OC[C@@H](C)N(Cc2cncnc2)C[C@@H]1C	1.43
Cc1ccccc1S(=O)(=O)N1CC(=O)N2[C@H](CO)[C@@H](c3ccc(C#CCC(C)C)cc3)[C@@H]2C1	1.43
COCC(=O)Nc1ccc2c(c1)[C@H]1C[C@@H](CC(=O)N[C@@H](C)c3ccccc3)O[C@@H](CO)[C@H]1O2	-2.02
CC(C)[C@H]1C(=O)N[C@H](c2cccc(Cl)c2)CC=CC[C@@H](C)Oc2ccccc2C(=O)N1C (mixture of isomers)	1.34
Cc1ccc(NC(=O)Nc2ccc3c(c2)C(=O)N(C)[C@@H]2CC[C@@H](CC(=O)NCC(F)(F)F)O[C@H]2CO3)cc1	-0.858
O=C(Nc1cc(F)ccc1F)N1CC(=O)N2[C@H](C1)[C@@H](c1ccc(C#CC3CCCCC3)cc1)[C@@H]2CO	2.47
O=C1CN(S(=O)(=O)c2cccc(F)c2)C[C@@H]2[C@H](c3ccc(-c4ccc(F)cc4)cc3)[C@H](CO)N12	-0.031
CO[C@@H]1CN(C)C(=O)c2cc(NC(=O)c3cccc(F)c3)ccc2OC[C@@H](C)N(C)C[C@@H]1C	-1.18
CCCC#Cc1ccc([C@@H]2[C@H]3CN(C(=O)Nc4ccccc4F)CC(=O)N3[C@H]2CO)cc1	-0.207
O=C(NC1CCCCC1)N1CC2(C1)[C@H](c1ccccc1)[C@H](CO)N2S(=O)(=O)Cc1ccccc1	-0.534
COCC(=O)N1CC(=O)N2[C@H](C1)[C@@H](c1ccc(C#CC3CC3)cc1)[C@@H]2CO	0.932
O=C(Nc1ccccc1)N1CC(=O)N2[C@H](C1)[C@H](c1ccc(C#CC3CCCCC3)cc1)[C@@H]2CO	1.89
O=C(C1CCOCC1)N1CC(=O)N2[C@H](C1)[C@H](c1ccc(-c3ccccc3F)cc1)[C@@H]2CO	0.931
CN(C)C(=O)C[C@H]1C=C[C@@H](NC(=O)c2ccc(F)cc2)[C@H](CO)O1	1.62
C/C=C/c1ccc([C@H]2[C@@H](CO)N(C(=O)C3CCC3)C23CN(C(=O)NC(C)C)C3)cc1	0.0531
O=C(c1cccnc1)N1CC(=O)N2[C@H](C1)[C@H](c1ccc(C#CCC3CCCC3)cc1)[C@@H]2CO	0.868
CS(=O)(=O)N1CC(=O)N2[C@H](C1)[C@H](c1ccc(Br)cc1)[C@@H]2CO	0.0892
C[C@H](CO)N1C[C@H](C)[C@@H](CN(C)Cc2cccc(C(F)(F)F)c2)OCc2cnnn2CCCC1=O	-1.01
C(=C\c1ccc(C2[C@@H]3CN(Cc4nccs4)C[C@H]2N3)cc1)/c1ccccc1 (some centres undefined)	-2.36&-1.35
CCS(=O)(=O)N1[C@H](CO)[C@H](c2ccc(C#Cc3ccccc3F)cc2)[C@@H]1C#N	-0.233
O=C(C[C@H]1C[C@@H]2c3cc(NC(=O)C4CCOCC4)ccc3O[C@@H]2[C@@H](CO)O1)NCCN1CCCCC1	-1.02
C[C@H]1CN([C@@H](C)CO)C(=O)CCCn2cc(nn2)CO[C@@H]1CN(C)S(=O)(=O)c1ccc(-n2cccn2)cc1	0.389
Cc1cccc(-c2ccc(C3[C@@H]4CN(Cc5cccc(F)c5)C[C@H]3N4)cc2)c1 (some centres undefined)	-0.438&-0.186
C[C@H](CO)N1C[C@H](C)[C@H](CN(C)Cc2ccc3c(c2)OCO3)Oc2c(NC(=O)c3ccncc3)cccc2C1=O	-0.0322
O=C1CN(S(=O)(=O)c2ccccc2)C[C@H]2[C@@H](c3ccc(C#CCc4ccccc4)cc3)[C@H](CO)N12	4.51
CN1C(=O)c2cc(NC(=O)C3CCOCC3)ccc2OC[C@H]2O[C@H](CC(=O)NCC3CCCCC3)CC[C@@H]21	0.712
COc1cccc(-c2ccc([C@H]3[C@@H](CO)N4CCCCN(C(=O)c5ccc(F)cc5)C[C@@H]34)cc2)c1	-0.66
CO[C@@H]1CN(C)C(=O)c2ccc(NC(=O)C3CCC3)cc2OC[C@@H](C)N(Cc2ccccn2)C[C@@H]1C	-1.18
C[C@H](O)C#Cc1ccc([C@H]2[C@@H](CO)N3CCCCN(CC4CC4)C[C@H]23)cc1	-1.13
CCCC#Cc1ccc([C@@H]2[C@@H](CO)N3C(=O)CN(C(=O)c4ccccc4)C[C@@H]23)cc1	1.82
CCCNC(=O)N1CC(=O)N2[C@H](C1)[C@@H](c1ccc(C#CCC3CCCC3)cc1)[C@@H]2CO	0.604
O=C(c1cccnc1)N1CCCCN2[C@H](CO)[C@H](c3ccc(C#Cc4cccnc4)cc3)[C@H]2C1	4.72
CS(=O)(=O)Nc1ccc2c(c1)[C@H]1C[C@@H](CC(=O)NCCc3ccccc3)O[C@@H](CO)[C@H]1O2	0.572
C/C=C/c1ccc([C@H]2[C@@H](CO)N(C(C)=O)[C@H]2CN(CCOC)C(C)=O)cc1	0.198
O=C(C[C@H]1CC[C@@H]2[C@H](COC[C@@H](O)CN2C(=O)c2cnccn2)O1)N1CCN(c2ccccc2)CC1	1.98
N#C[C@H]1[C@H](c2ccc(C#Cc3ccccc3F)cc2)[C@@H](CO)N1C(=O)C1CCCCC1	3.09

Arranged by heavy-atom count (ascending): part of the list above.
SMILES	IDE exosite FP
O=C1CNC[C@@H]2[C@H](c3ccc(C4=CCCC4)cc3)[C@H](CO)N12	1.01
CCCC#Cc1ccc([C@@H]2[C@H]3CN(C(=O)Nc4ccccc4F)CC(=O)N3[C@H]2CO)cc1	-0.207
Cc1ccc(S(=O)(=O)N(C)C[C@@H]2Oc3cc(C#CC4CCCC4)ccc3S(=O)(=O)N([C@H](C)CO)C[C@H]2C)cc1	1.02

Some of the compounds tested; the hit share may differ from the screen's.
